Mac1 fbg enh: enhancers of CD11b/CD18 adhesion to fibrinogen, primary screen, K562 cells, luminescence. Integrin beta-2 (Homo sapiens) + Integrin alpha-M (Homo sapiens), P05107+P11215. ATPlite luminescence. activation, % at 10 µM. 93,000 tested, 0.07% active. AID 1499, 2009;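 active means 10 µM primary screen giving 50% or more activity, confirmed by 40% or more on retest at that dose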; further: strong numbers were not always called active; reference of the scale not given here
Target sequence (P05107 whole entry, looked up, other chains not shown): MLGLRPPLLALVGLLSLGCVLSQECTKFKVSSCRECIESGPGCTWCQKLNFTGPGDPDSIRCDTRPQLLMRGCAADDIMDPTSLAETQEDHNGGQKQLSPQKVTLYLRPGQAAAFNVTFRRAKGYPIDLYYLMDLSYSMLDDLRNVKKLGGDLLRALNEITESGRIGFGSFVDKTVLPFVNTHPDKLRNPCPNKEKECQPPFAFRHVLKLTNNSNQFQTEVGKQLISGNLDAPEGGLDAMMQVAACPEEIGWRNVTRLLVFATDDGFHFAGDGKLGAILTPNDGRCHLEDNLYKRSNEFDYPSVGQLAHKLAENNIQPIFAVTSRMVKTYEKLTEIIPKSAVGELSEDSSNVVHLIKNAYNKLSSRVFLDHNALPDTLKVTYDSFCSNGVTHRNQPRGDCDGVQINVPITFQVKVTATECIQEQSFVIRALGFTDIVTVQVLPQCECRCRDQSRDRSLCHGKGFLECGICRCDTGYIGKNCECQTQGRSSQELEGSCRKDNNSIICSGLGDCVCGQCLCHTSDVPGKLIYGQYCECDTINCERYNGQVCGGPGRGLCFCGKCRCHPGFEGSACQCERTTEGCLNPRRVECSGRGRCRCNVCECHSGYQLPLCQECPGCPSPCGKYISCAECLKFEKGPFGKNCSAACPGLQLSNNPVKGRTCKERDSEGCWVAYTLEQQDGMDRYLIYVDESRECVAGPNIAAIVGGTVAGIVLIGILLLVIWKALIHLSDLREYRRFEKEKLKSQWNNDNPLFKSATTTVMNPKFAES
MT1-MMP txn act: MT1-MMP promoter reporter activation – cell-based, luciferase luminescence, primary screen | HT1080 MT1-MMP promoter luciferase reporter, overnight; active compounds read high | AID 750, 2007 | activation factor at 10 µM | 86,000 tested, 0.16% active;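 active means activation factor of at least 2 for MT1-MMP transcription at 10 µM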
Mac1 fbg inh: inhibitors of CD11b/CD18 adhesion to fibrinogen, primary screen, K562 cells, luminescence. Integrin beta-2 (Homo sapiens) + Integrin alpha-M (Homo sapiens), P05107+P11215. ATPlite luminescence; Mn2+ added to activate the integrin. inhibition, % at 10 µM. 93,000 tested, 0.54% active. AID 1497, 2009;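 active means primary inhibition of 50% or more at 10 µM, then 40% or more on retest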; further: some results filed as inactive read as strong as hits
PTK2B oligo ant: antagonists of Pyk2 self-association, primary screen, Q293 cells, FERM NanoBiT luminescence, HTS. AID 1347419, 2020. Protein-tyrosine kinase 2-beta (Homo sapiens), Q14289. z-score (the deposit names both 25 µM and 10 µM). 99,000 tested, 0.83% active. active compounds read low;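 active means Z-score of -3 or lower, scaled per plate to the spread of control and sample wells; inactive means z-score above -3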;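 further: negative z-score means lost luminescence so less FERM oligomerization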
An asterisk follows results filed as active; / = no result given. Only part of the results is shown. The share of hits here may be higher or lower than overall.

Start of the data: the first 13 records, to show the layout:
SMILES | Mac1 fbg enh | MT1-MMP txn act | Mac1 fbg inh | PTK2B oligo ant
CNS(=O)(=O)c1cccc2nsnc12 | 5 | 1.2 | 14 | /
Cc1cc(C)n(CC2CC(=O)N(c3ccc(C)c(Cl)c3)C2=O)n1 (centres undefined) | 7 | 1.2 | 8 | /
CC1(C)C(=O)OC(c2cc(Br)ccc2O)C(C)(C)C1=O (centres undefined) | -4 | 1 | 63 | /
O=C1OCCC1Sc1nnc(-c2ccccc2Br)n1Cc1ccccc1 (centres undefined) | / | / | / | -0.34
O=C(NNS(=O)(=O)c1ccccc1[N+](=O)[O-])c1ccccc1[N+](=O)[O-] | / | / | / | 0.14
CCNC(=S)N/N=C/c1ccc(OCC(=O)Nc2ccc(OC)cc2)c(OC)c1 | / | / | / | -0.34
O=C(Nc1ccc(Br)cc1)c1ccc(Br)c(S(=O)(=O)Nc2cccnc2)c1 | / | / | / | -0.51
N#Cc1ccsc1NC(=O)CN1CCN(S(=O)(=O)c2ccc3ccccc3c2)CC1 | / | / | / | 0.57
Cc1ccc(C)c(-n2c3nc(=O)[nH]c(=O)c-3cc3cc([N+](=O)[O-])ccc32)c1 | / | / | / | -2.2
N#C/C(=C/c1ccc(-c2ccc(Br)cc2)o1)C(=O)NC1CCCCC1 | / | / | / | -0.54
CCOC(=O)CSCC(=O)Nc1c(C(=O)C2CC2)oc2ccccc12 | / | / | / | 3.1
COc1ccc(C(C(=O)NC2CCCCC2)N(Cc2ccco2)C(=O)CNC(=O)c2ccco2)cc1 (centres undefined) | / | / | / | 0.73
Cn1c(=O)cc(SCC(=O)NCCC2=CCCCC2)c2ccccc21 | / | / | / | 1

This part in full (from the top)
SMILES | Mac1 fbg enh | MT1-MMP txn act | Mac1 fbg inh | PTK2B oligo ant
CNS(=O)(=O)c1cccc2nsnc12 | 5 | 1.2 | 14 | /
Cc1cc(C)n(CC2CC(=O)N(c3ccc(C)c(Cl)c3)C2=O)n1 (centres undefined) | 7 | 1.2 | 8 | /
CC1(C)C(=O)OC(c2cc(Br)ccc2O)C(C)(C)C1=O (centres undefined) | -4 | 1 | 63 | /
O=C1OCCC1Sc1nnc(-c2ccccc2Br)n1Cc1ccccc1 (centres undefined) | / | / | / | -0.34
O=C(NNS(=O)(=O)c1ccccc1[N+](=O)[O-])c1ccccc1[N+](=O)[O-] | / | / | / | 0.14
CCNC(=S)N/N=C/c1ccc(OCC(=O)Nc2ccc(OC)cc2)c(OC)c1 | / | / | / | -0.34
O=C(Nc1ccc(Br)cc1)c1ccc(Br)c(S(=O)(=O)Nc2cccnc2)c1 | / | / | / | -0.51
N#Cc1ccsc1NC(=O)CN1CCN(S(=O)(=O)c2ccc3ccccc3c2)CC1 | / | / | / | 0.57
Cc1ccc(C)c(-n2c3nc(=O)[nH]c(=O)c-3cc3cc([N+](=O)[O-])ccc32)c1 | / | / | / | -2.2
N#C/C(=C/c1ccc(-c2ccc(Br)cc2)o1)C(=O)NC1CCCCC1 | / | / | / | -0.54
CCOC(=O)CSCC(=O)Nc1c(C(=O)C2CC2)oc2ccccc12 | / | / | / | 3.1
COc1ccc(C(C(=O)NC2CCCCC2)N(Cc2ccco2)C(=O)CNC(=O)c2ccco2)cc1 (centres undefined) | / | / | / | 0.73
Cn1c(=O)cc(SCC(=O)NCCC2=CCCCC2)c2ccccc21 | / | / | / | 1
Cn1c(=O)c2c(nc(-c3ccccc3)n2C)n(Cc2ccccc2)c1=O | / | / | / | 0.17
CN(C)CCNC(=O)NC(=O)c1ccc(Cl)cc1 | / | / | / | -0.36
CCOC(=O)C1=NN(c2ccc(C)cc2)CC1C(=O)OC (centres undefined) | / | / | / | 0.57
CC1=C(C(=O)Nc2ccc(C)cn2)C(c2cnn(C)c2)C2=C(CCCC2=O)N1 (centres undefined) | / | / | / | 0.71
COCCNCCCOc1ccc(Br)cc1Cl | / | / | / | 0.51
O=C(COc1ccc2c(C(F)(F)F)cc(=O)oc2c1)NCc1cccs1 | / | / | / | 1.5
COc1cc(C(=O)NCC(=O)N/N=C(/C)c2cccs2)cc(OC)c1OC | / | / | / | -0.13
CCOC(=O)Cn1nc(/C=C/c2ccc(OC)cc2)ccc1=O | / | / | / | -0.07
COc1ccccc1/C=C/C(=O)c1cc(Br)ccc1OC(=O)c1ccco1 | / | / | / | -2.9
O=C1/C(=C/c2cccs2)NC(=S)N1C1CC1 | / | / | / | -1
CCOC(=O)CCCSc1nc(-c2ccc3c(c2)OCO3)cc(C(F)(F)F)c1C#N | / | / | / | 0.45
O=C(c1ccccc1)c1ccc(OCCCN2CCCC2)cc1 | / | / | / | 0.14
O=C(/C=C/c1ccc(F)cc1)Nc1cc(S(=O)(=O)N2CCOCC2)ccc1N1CCCC1 | / | / | / | 1.1
COc1ccccc1NS(=O)(=O)c1cc(N/C(=N\S(=O)(=O)c2ccccc2)c2ccc(F)cc2)ccc1Cl | / | / | / | -0.71
CCN(Cc1ccccc1)S(=O)(=O)c1ccc(C(=O)N2CCN(c3nc4ccccc4s3)CC2)cc1 | / | / | / | -0.8
CC(C)CNC(=O)COC(=O)c1ccc([N+](=O)[O-])cc1Cl | / | / | / | 0.46
O=c1cc(Cc2ccccc2)[nH]c(=S)[nH]1 | / | / | / | 0.99
O=C(Nc1ccccn1)c1cccc(S(=O)(=O)N2CCCCC2)c1 | / | / | / | -1.5
COC(=O)CN1C(=S)N(c2ccc(Cl)cc2)C(=O)C1CC(=O)Nc1ccc(Cl)cc1 (centres undefined) | / | / | / | -0.82
COc1ccc(Cl)cc1N(CC(=O)NC(C(C)C)C(C)C)S(C)(=O)=O | / | / | / | 1.1
COC(=O)c1ccc(-c2nc3cc(N)ccc3o2)cc1 | / | / | / | -0.19
COc1cccc2c1CCC(NC(C)=O)C2=O (centres undefined) | / | / | / | 0.78
O=C(Nc1ccccc1)Nc1nnc(-c2cccs2)s1 | / | / | / | 0.37
CCOC(=O)c1cccc(N2C(=O)Nc3ccccc3N2O)c1 | / | / | / | 0.13
CCCn1c(N)c(C(=S)NC(=O)C2CC2)c(=O)n(C)c1=O | / | / | / | -0.04
O=C(Nc1nc2ccc(Cl)cc2s1)[C@@H]1CCCN1C(=O)c1cccs1 | / | / | / | -0.89
Cc1ccc(CN2C(=O)NC(Cc3c[nH]c4ccccc34)C2=O)cc1 (centres undefined) | / | / | / | 0.52
CCOC(=O)Cc1csc(NS(=O)(=O)c2ccc(Cl)cc2)n1 | / | / | / | -0.4
O=C(NCc1ccc(Cl)cc1)c1ccc(OCC2CCCO2)cc1 (centres undefined) | / | / | / | 0.33
Cc1cccc(-n2ncc3c(N4CCCC4)ncnc32)c1 | / | / | / | -0.1
N#C/C(=C\c1ccc(Br)s1)C(=O)N1CCN(c2ccccc2)CC1 | / | / | / | 2.1
COc1ccccc1NC(=O)c1ccc(NC(=O)COC(=O)C2CC2C)cc1 (centres undefined) | / | / | / | -0.6
CCCc1sc(N)nc1-c1ccc(C)cc1 | / | / | / | -0.36
Cc1ccc(NC(=O)CCSc2ccccn2)cc1 | / | / | / | 0.06
CN(c1ccc([N+](=O)[O-])cc1/C=N/NC(=O)COc1ccccc1)C1CCCCC1 | / | / | / | -0.53
O=[N+]([O-])c1ccccc1/C=N/n1c(-c2cccnc2)n[nH]c1=S | / | / | / | 0.31
N/C(Cc1ccc(Cl)cc1)=N\OC(=O)C1CCCCC1 | / | / | / | -0.37
More records.
SMILES | Mac1 fbg enh | MT1-MMP txn act | Mac1 fbg inh | PTK2B oligo ant
O=C(NC(=S)Nn1cnc2c(cnn2-c2ccccc2)c1=O)c1ccc(Oc2ccccc2)cc1 | / | / | / | 1
CCOC(=O)C(CC)(CC)C(=O)/C=C/c1cccc(Br)c1 | / | / | / | -0.88
Cc1c(Cl)c(=O)oc2cc(OC(C)C)ccc12 | / | / | / | 0.97
CCOc1ccc(NC(=O)C2=C(C)NC(=S)NC2c2ccc(O)c(OC)c2)cc1 (centres undefined) | / | / | / | -0.5
CCOC(=O)CSc1nc2c(sc(=S)n2-c2ccccc2)c(=O)[nH]1 | / | / | / | -2.4
Cc1ccc(S(=O)(=O)NCC(=O)N(c2ccccc2)C(C(=O)NCc2ccccc2)c2ccco2)cc1 (centres undefined) | / | / | / | 1
CCCCc1cc(=O)oc2cc(OS(C)(=O)=O)ccc12 | / | / | / | 0.48
Cc1ccc(CNS(=O)(=O)c2ccc3c(c2)OCCO3)cc1 | / | / | / | -1
O=C(NC(=S)Nc1ccccn1)c1cc(-c2ccccc2)nc2ccccc12 | / | / | / | -0.85
COC(=O)CC1=NN(c2ccccc2)C(=O)/C1=C\c1ccc(OC)cc1 | / | / | / | -0.76
Cc1ccnn1CC(=O)N/N=C/c1ccc2c(c1)OCO2 | / | / | / | 0.78
CC(=O)Nc1c(O)nc(SCc2ccc(Cl)cc2)[nH]c1=O | / | / | / | 0.29
COc1cccc(-n2c(CN3CCN(c4ccc(C)cc4)C(C)C3)nc3ccc([N+](=O)[O-])cc3c2=O)c1 (centres undefined) | / | / | / | -2
COc1ccc(OCCCC(=O)Nc2cccc([N+](=O)[O-])c2)cc1 | / | / | / | 1.1
CCc1nnc(NC(=O)c2ccc(NS(=O)(=O)c3ccccc3)cc2)s1 | / | / | / | -1.5
O=C(CC1SC(=Nc2ccccc2)N(Cc2ccccn2)C1=O)Nc1ccc(Br)cc1 (centres undefined) | / | / | / | -1.5
Cc1nc2ccccn2c1C(=O)N/N=C/c1ccc2c(c1)OCO2 | / | / | / | -0.09
C=CCSc1nc2c(c(C3CC=CCC3)c1C#N)CCC2 (centres undefined) | / | / | / | 0.04
COc1ccccc1-c1cc(C(=O)N/N=C\c2cnn(C)c2C)c2ccccc2n1 | / | / | / | -0.87
Cc1ccc2n(n1)c(=O)c(Cc1ccccc1)c([O-])[n+]2-c1ccccc1 | / | / | / | 0.4
O=C(CN(CCc1ccccc1)S(=O)(=O)c1ccc(Cl)cc1)N/N=C/c1ccc2c(c1)OCO2 | / | / | / | -0.27
COc1cc(NC(=S)NN2CCOCC2)cc(OC)c1 | / | / | / | 0.75
Cc1cccc(N2CCN(C(=O)c3cccc(S(=O)(=O)N4CCc5ccccc5C4)c3)CC2C)c1 (centres undefined) | / | / | / | 0.72
Cc1c(N2C(=O)/C(=C/c3cccc4ccccc34)SC2=S)c(=O)n(-c2ccccc2)n1C | / | / | / | -0.81
CCOC(=O)N1CCN(C(=O)/C(=C/c2cccc3ccccc23)NC(=O)c2ccc(OC)c(OC)c2)CC1 | / | / | / | -0.43
O=C(c1ccccc1)c1ccc2nc(-c3ccc(NC(=O)c4ccccc4Br)cc3)[nH]c2c1 | / | / | / | 0.5
CCOC(=O)N1CCN(C(=O)CSCc2ccc(Cl)cc2)CC1 | / | / | / | -0.14
CC(CCc1ccccc1)NC(=O)C1CCN(S(=O)(=O)N2CCOCC2)CC1 (centres undefined) | / | / | / | 0.21
Cc1ccc(NC(=O)c2ccc(OCC3CCCO3)cc2)cc1 (centres undefined) | / | / | / | 0.86
C/C(=N/O)c1c(O)c(C)c(-c2ccccc2)n(-c2ccccc2)c1=O | / | / | / | 0.01
Cc1cccc(CN2CCN(c3ccccn3)CC2)c1 | / | / | / | -0.77
CN(Cc1ccccc1)C(=O)c1oc(=O)c2ccccc2c1-c1ccccc1 | / | / | / | -1.5
Cc1ccc(N2C(=O)NC(NC(=O)C3CC3)(C(F)(F)F)C2=O)cc1 (centres undefined) | / | / | / | 2.2
O=S(=O)(Nc1cccc(-c2cn3cccnc3n2)c1)c1ccc(F)cc1 | / | / | / | -0.33
CCCCOCCCNC(=O)/C=C/c1ccccc1Cl | / | / | / | 1.9
CC(C)CN(CC(C)C)CC(O)COc1ccc([N+](=O)[O-])cc1 (centres undefined) | / | / | / | -0.41
COc1cccc(C(=O)Nc2cccc(C(=O)NCC(C)C)c2)c1 | / | / | / | 0.41
S=C(NCCc1ccccc1)N1CCN(C(c2ccccc2)c2ccccc2)CC1 | / | / | / | -0.97
Cc1cc(-c2ccccc2)n(-c2cc(N/N=C/c3ccccc3O)ncn2)n1 | / | / | / | -0.72
COC(=O)N/N=C\C=C\c1ccc2c(c1)OCO2 | / | / | / | 0.03
COc1ccc2nc3sc(C(=O)NCCN4CCc5ccccc5C4)cc3cc2c1 | / | / | / | 0.66
O=C(NNS(=O)(=O)c1ccccc1)C1CCN(S(=O)(=O)c2ccc(Cl)cc2)CC1 | / | / | / | -0.07
CCOC(=O)/C(C#N)=C\c1ccc2c(c1)OCO2 | / | / | / | 0.64
Cc1ccc[n+](CC(=O)c2ccc(-c3ccccc3)cc2)c1 | / | / | / | -0.03
Cc1ccc(C)c(Oc2coc3cc(OC(=O)c4cccs4)ccc3c2=O)c1 | / | / | / | 0.09
CNc1nnc(-c2ccc(N(C)C)cc2)s1 | / | / | / | -0.72
Cc1cc(C(=O)NN=C(Cc2ccccc2)Cc2ccccc2)c(C)o1 | / | / | / | 0.82

Assay outcomes from PubChem BioAssay.
